H1N1 NS1A inhibition – H1N1 influenza NS1A inhibitors, functional cell based assay (AID 504329) | hit rate 0.3% among 340,000 | inhibition, % at 12.5 µM, or IC50 in µM where a hit was titrated | NS1A functional cell-based assay, percent inhibition; higher % means a stronger effect; in the data active means a potency from the dose series; inconclusive means inhibition above about 27% without an active follow-up result; further: strong numbers were not always called active
M. tuberculosis HTS – M. tuberculosis growth inhibition, HTS (AID 449762). inhibition, % at 25 µM, or IC50 in µM where a hit was titrated. hit rate 0.59% among 330,000. M. tuberculosis H37Rv growth inhibition, 7H9 media; higher % means a stronger effect; in the data active means a potency from the dose series; inconclusive means inhibition above about 70% without an active follow-up result;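 further: bacterial growth assessed after seven days of incubation; strong numbers were not always called active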
tuberculosis growth – growth inhibition of non-replicating M. tuberculosis (AID 488890) | Mycobacterium tuberculosis non-replicating, growth inhibition; higher % means a stronger effect | inhibition, % at 25 µM; hits with a dose series show IC50 in µM | hit rate 0.39% among 320,000; in the data active means a potency from the dose series; inconclusive means inhibition mostly from about 82% at the one dose, without a potency; inactive means the rest, 99 in 100 with inhibition below about 76%;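 further: plate controls were DMSO cells for no effect and high antibiotic wells for full effect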
Salmonella PhoP GFP – PhoP regulon inhibitors, Salmonella typhi PhoP promoter GFP reporter, confirmatory (AID 1850); inhibition, % at 50 µM; hits with a dose series show IC50 in µM; Salmonella Typhi PhoP-promoter GFP reporter, fluorescence, 4 h; higher % means a stronger effect; hit rate 0.33% among 310,000; in the data active means a potency from the dose series; inconclusive means inhibition mostly from about 25% at the one dose, without a potency; inactive means the rest, 99 in 100 with inhibition below about 19%;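 further: 0% = induced wells with vehicle and 100% = uninduced wells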
inhibitors of VEEV – inhibitors of VEEV TC-83 cytopathic effect, confirmation, Vero cells (AID 588727). hit rate 0.13% among 350,000. inhibition, % at 20 µM, or IC50 in µM where a hit was titrated. Vero cells, VEEV TC-83 cytopathic effect inhibition; higher % means a stronger effect; in the data active means a potency from the dose series; inconclusive means inhibition mostly from about 14% at the one dose, without a potency; inactive means the rest, 99 in 100 with inhibition below about 12%; further: strong numbers were not always called active
inhibitors of VEEV 10K pilot screen – further read-out of inhibitors of VEEV, marked with its call; inhibition, %; measured here: 10K pilot screen inhibition
* = called active by the depositor; i = inactive; u = inconclusive; x = no result given; & = joins results of further samples.

SMILES	H1N1 NS1A inhibition	M. tuberculosis HTS	tuberculosis growth	Salmonella PhoP GFP	inhibitors of VEEV	others
COc1ccc(-c2cn3ccccc3n2)cc1	8%	-1%	-5%	-4%	i
O=S(=O)(O)CCS	0%	0%	-5%	-9%	i
COc1ccc(C(=O)Nc2cccc(/C=C(\CCC(=O)O)c3nc4ccccc4s3)c2)cc1	-11%	-3%	23%	3%	7.2%
CC1CN(c2nc3ccccn3c(=O)c2/C=C(\C#N)C(=O)N2CCOCC2)CC(C)O1 (configuration not stated)	10%	-4%	-3%	5%	1.9%
COc1ccc(F)cc1C(=O)COC(=O)c1n[nH]c(=O)c2ccccc12	5%	-3%	7%	x	1.5%
CCCCc1nc2cc(C(=O)NCCc3cnn(C)c3)ccc2o1	-8%	0%	3%	-2%	2.6%
COc1ccc(C(C)(C)C)cc1NC(=O)c1cncc(Br)c1	0%	8%	13%	5%	8.3%
COc1ccc(C(C(=O)NC2CCCCC2)N(C(=O)CCl)c2ccc(OC)cc2)cc1 (configuration not stated)	-3%	3%	19%	-7%	u
COc1cc(NC(=S)N2CCN(Cc3ccccc3)CC2)cc(OC)c1	-6%	4%	5%	2%	0.2%
Cc1cc(C)c(Cn2cnc3ccccc32)c(C)c1	1%	62%	45%	6%	i
CCOCCCNC(=O)CN1C(=O)COc2ccc(S(=O)(=O)N3CCCC3)cc21	6%	-5%	6%	6%	0.8%
O=C(CN1CCN(c2ccc(F)cc2)CC1)Nc1nnc(-c2ccccc2)s1	1%	6%	u	-7%	1.5%
CC(=O)Nc1sc(C)c(C)c1C(=O)OCC(=O)N(C)C1CCS(=O)(=O)C1 (configuration not stated)	-4%	-1%	-7%	1%	2.8%
CCN(CCS(=O)(=O)c1ccc(Cl)cc1)C(=O)Nc1ccc(Cl)cc1	1%	-3%	-9%	-4%	i
CCOc1ccc(OCCC(=O)OCC(=O)c2c(N)n(C)c(=O)n(C)c2=O)cc1	-3%	-5%	-23%	4%	6.7%
Cc1nnc(SCC(=O)N2CCCC(N3CCN(c4ccc(F)cc4)CC3)C2)o1 (configuration not stated)	-11%	-1%	0%	-6%	0.7%
Cc1cc(C)nc(SCCn2c(N3CCOCC3)nc3c2c(=O)[nH]c(=O)n3C)n1	-14%	1%	-1%	-1%	0.7%
Cc1ccc(NC(=O)C(C)OC(=O)COc2cccc(C(F)(F)F)c2)cc1 (configuration not stated)	-22%	0%	60%	x	0.2%
COc1cccc(N2CC34C=CC(O3)C(C(=O)O)C4C2=O)c1 (configuration not stated)	1%	-9%	-4%	-7%	i	inhibitors of VEEV 10K pilot screen=1.5
COc1ccc(NC(C)C(=O)Nc2cc(C(F)(F)F)ccc2N2CCOCC2)c(OC)c1 (configuration not stated)	13%	6%	10%	-7%	3.0%
C/C(=N\NC(=O)C(=O)Nc1ccc(C)c(Cl)c1)c1ccncc1	-5%	-4%	-3%	-6%	1.2%
Cc1sc2ncnc(N3CCC(C(=O)Nc4ccc(Cl)cc4Cl)CC3)c2c1C	0%	u	16%	1%	7.5%
CC(=O)/C(=N\Nc1cccc(Cl)c1)Sc1cccc2cccnc12	6%	11%	-9%	-9%	0.3%
CCOc1ccc(OCC)c(NC(=O)CCS(=O)(=O)c2ccc(C)cc2)c1	-5%	5%	-5%	-3%	i
COc1ccc(NC(=S)NC2CCCC2)c(OC)c1	-12%	0%	44%	-8%	0.1%

(list continues)
SMILES	H1N1 NS1A inhibition	M. tuberculosis HTS	tuberculosis growth	Salmonella PhoP GFP	inhibitors of VEEV	others
CCOC(=O)c1c(NC(=O)c2cccs2)sc(C(=O)N(C)C)c1C	9%	-6%	17%	9%	1.7%
CCOc1ccc(N2C(=O)NC(=O)/C(=C\c3ccc(N4CCCCC4)o3)C2=O)cc1	3%	1%	-3%	8%	0.8%
Cc1ccsc1C(=O)NNC(=S)NCC(C)C	-8%	-4%	-6%	-12%	1.3%
COc1ccc2cc(Br)ccc2c1CC(=O)N(C)C	-9%	9%	9%	9%	i
CCC(Sc1ncccc1C(=O)Oc1cccc([N+](=O)[O-])c1)C(=O)Nc1ccccc1OC (configuration not stated)	-4%	12%	74%	-13%	i
CSCCOC(=O)COc1ccc(/C=N/NC(=O)c2nn(C)cc2Cl)cc1	-8%	u	76%	-6%	0.0%
O=C(NCCC1=CCCCC1)c1cnccn1	21%	5%	79%	-23%	i
Cc1ccc(Nc2nnc(-c3ccc4c(c3)OCO4)o2)c(C)c1	-1%	0%	17%	-7%	2.1%
Clc1ccc(C2[C@H]3CN(CC4CCCCC4)[C@H](c4ccccc4)C34CC2(c2cccnc2)C4)cn1 (some centres not stated)	2%	u	79%	5%	i	inhibitors of VEEV 10K pilot screen=0.0
CC(NC(=O)c1ccc2c(c1)OCO2)c1ccccc1 (configuration not stated)	2%	-2%	78%	4%	0.2%
COC(=O)c1ccc(C(NC(=O)OCc2ccccc2)/C(F)=C/[C@@H](C)C(=O)O)cc1 (some centres not stated)	-5%	3%	-13%	-10%	0.6%
NNc1nc(N)c2c(n1)-c1ccccc1CC21CCCC1	-3%	9%	7%	-6%	0.5%
CCN(CC)C1CCN(C(=O)c2cc(COc3ccc(-n4cncn4)cc3)on2)C1 (configuration not stated)	2%	-3%	5%	2%	0.3%
COc1ccc(CN2CC(C(=O)NCCCN3CCN(Cc4ccccc4)CC3)CC2=O)cc1 (configuration not stated)	-1%	0%	4%	-9%	i
CCC(=O)Nc1ccc2c(c1)nc(CN1CCCCC1)n2C	4%	-2%	7%	7%	i
C=C(C)CNC(=S)N1CCN(C(c2ccccc2)c2ccccc2)CC1	-9%	0%	2%	-7%	2.3%
NC(=O)c1ccccc1N=Cc1ccc2ccccc2c1	3%	-1%	-13%	-2%	1.1%
O=C(Nc1ccc(S(=O)(=O)N2CCOCC2)cc1)c1ccccc1Br	9%	1%	22%	-1%	0.1%
COc1ccc(-c2nn3cnnc3s2)cc1OC	0%	-7%	-15%	15%	6.0%
COC(=O)c1cc(C(=O)OC)n(Cc2ccc(C)cc2)c1C	8%	2%	10%	12%	i
C=CCOC(=O)C1=C(C)NC(SCC(=O)N(CC)CC)=C(C#N)C1c1ccco1 (configuration not stated)	-6%&-5%	3%	24%	-7%	1.4%&4.8%
Cc1cc(C)nc(N/N=C/c2ccc3c(c2)OCCO3)n1	4%	-5%	30%	-8%	7.6%
N#C/C(=C/c1ccc(OC(=O)c2ccc(Br)s2)cc1)c1nc2ccccc2[nH]1	-1%	x	x	x	9.3%
Cc1ccccc1N(C(=O)CNC(=O)c1cccs1)C(C(=O)NC1CCCC1)c1ccncc1 (configuration not stated)	-9%	0%	0%	7%	0.7%
COC(=O)c1ccc(CSc2nc3c(cnn3-c3ccc(F)cc3)c(=O)[nH]2)o1	-7%	-3%	-6%	1%	0.5%

6 records picked at random from those above, as already listed:
SMILES	H1N1 NS1A inhibition	M. tuberculosis HTS	tuberculosis growth	Salmonella PhoP GFP	inhibitors of VEEV	others
CCC(Sc1ncccc1C(=O)Oc1cccc([N+](=O)[O-])c1)C(=O)Nc1ccccc1OC (configuration not stated)	-4%	12%	74%	-13%	i
COc1ccc(CN2CC(C(=O)NCCCN3CCN(Cc4ccccc4)CC3)CC2=O)cc1 (configuration not stated)	-1%	0%	4%	-9%	i
Clc1ccc(C2[C@H]3CN(CC4CCCCC4)[C@H](c4ccccc4)C34CC2(c2cccnc2)C4)cn1 (some centres not stated)	2%	u	79%	5%	i	inhibitors of VEEV 10K pilot screen=0.0
CSCCOC(=O)COc1ccc(/C=N/NC(=O)c2nn(C)cc2Cl)cc1	-8%	u	76%	-6%	0.0%
CCOC(=O)c1c(NC(=O)c2cccs2)sc(C(=O)N(C)C)c1C	9%	-6%	17%	9%	1.7%
COC(=O)c1cc(C(=O)OC)n(Cc2ccc(C)cc2)c1C	8%	2%	10%	12%	i

Following part:
SMILES	H1N1 NS1A inhibition	M. tuberculosis HTS	tuberculosis growth	Salmonella PhoP GFP	inhibitors of VEEV	others
Cc1cc(C)c(NC(=O)CN2C(=O)NC3(CCc4ccccc43)C2=O)c(Cl)c1 (configuration not stated)	-7%	5%	10%	x	1.1%
CC(=O)N1CCCN(C(=O)c2cc(COc3c(F)cccc3F)on2)CC1	-6%	4%	-16%	6%	1.4%
COc1cc(/C=N/NC(N)=O)ccc1OCC(=O)Nc1ccc(C)c(C)c1	0%	1%	-5%	-4%	0.0%
COc1ccc(/C=C/C(=O)NCCCN2CCOCC2)cc1	-13%	6%	9%	6%	1.4%
O=C(COC(=O)c1ccc(Cl)nc1)NCc1ccc2c(c1)OCO2	0%	-5%	16%	-1%	2.8%
CN(C(=O)c1cc([N+](=O)[O-])ccc1NCc1cccnc1)c1ccccc1	-11%	13%	13%	-4%	i
CCN1C(=O)c2ccc(C(=O)O)cc2C1=O	18%	1%	-6%	-3%	0.5%
CCn1c(=NC(=O)COc2ccccc2)sc2cccc(F)c21	1%	-10%	-9%	2%	1.0%
CNC(=O)CN1C(=O)NC(Cc2c[nH]c3ccccc23)C1=O (configuration not stated)	-8%	-2%	8%	-3%	0.8%
C=CCNc1nc2ccccc2nc1NS(=O)(=O)c1ccc(Cl)cc1	-6%	2%	34%	4%	0.3%
CCCCCCCCC#Cc1nc(C)ccc1OC	-14%	x	x	x	i
CC(C)CCOCC1CC2(CC(C)(c3csc(N)n3)OC2=O)C(=O)O1 (configuration not stated)	-10%	1%	-3%	-8%	i
Cc1ccc(C(=O)NC2CCCCCCC2)cc1S(=O)(=O)N1CCOCC1	-13%	x	x	x	3.6%
CCC(NC(=O)CCc1nnc(-c2cc(C)on2)o1)C12CC3CC(CC(C3)C1)C2 (configuration not stated)	-4%	-8%	u	-10%	5.3%
O=C(O)c1c[nH]c(=S)n1-c1ccc(F)cc1	0%	-6%	4%	-2%	0.5%
O=C(NC(=S)Nc1cccc(S(=O)(=O)NC2=NCCC2)c1)c1cc(-c2ccco2)nc2ccccc12	2%	2%	6%	-8%	9.3%
CC(=O)c1cc2c(cc1NC(=O)CN1Cc3ccccc3C1=O)OCO2	9%	0%	-4%	9%	0.7%
c1ccc(-c2cncnc2)cc1	2%	-14%	-11%	x	2.2%
O=C(N1CCOCC1)N(Cc1ccco1)CC1CCCO1 (configuration not stated)	-7%	11%	-25%	13%	0.7%
Cc1ccc(Nc2nc(-c3ccccc3)cs2)nc1	3%	17%	78%	-3%	3.1%
NC(N)=N/N=C/c1ccc(Cl)cc1Cl	-21%	-6%	u	14%	65%
Clc1ccc(-n2nnnc2-c2cnc3ccccc3c2-c2ccccc2)cc1	1%	15%	37%	-9%	i
CC1CCN2c3nc4ccccn4c(=O)c3CC3(C(=O)N(C)C(=O)N(C)C3=O)C2C1 (configuration not stated)	5%	5%	-1%	-3%	4.0%
c1ccc(-c2nnnn2-c2ccccc2)cc1	23%	0%	2%	7%	0.2%
Cc1ccc(S(=O)(=O)N2CCC(C(=O)OCC(=O)N3CCc4ccccc43)CC2)cc1	-19%	3%	7%	-3%	i

(further entries)
SMILES	H1N1 NS1A inhibition	M. tuberculosis HTS	tuberculosis growth	Salmonella PhoP GFP	inhibitors of VEEV	others
COC(=O)c1ccccc1-c1ccc(/C=N/NC(N)=O)o1	-3%	0%	-4%	-7%	0.1%
O=[N+]([O-])c1ccc(N/N=C2\CC3CC=CC23)cc1 (configuration not stated)	-1%	u	60%	21%	0.5%
COc1ccc(OCC(=O)NN2Cc3ccccc3C2=N)cc1	0%	-14%	-4%	-3%	1.8%
CC(=O)N1CCCc2ccc(NS(=O)(=O)c3ccc(C)cc3)cc21	-9%	7%	9%	5%	4.3%
Cc1ccccc1OCC(=O)Nc1ccccc1NC(=O)c1ccco1	9%	-5%	-9%	6%	1.1%
O=C(CNC(=O)c1ccccc1Cl)N/N=C/C=C/c1ccccc1	-5%	4%	-30%	-6%	0.7%
CC(=O)N1C(=O)NC2=C(C(=O)CCC2)C1c1cccc([N+](=O)[O-])c1 (configuration not stated)	3%	2%	-10%	-7%	1.0%
O=C(O)c1nnsc1-c1csnn1	-1%	x	x	x	0.7%
Cn1c(=O)c2[nH]c(CCCCc3nc4ccccc4[nH]3)nc2n(C)c1=O	-5%	x	x	x	0.5%
COc1ccc2c(c1)CC/C(=C\c1ccc(OC)c(Cn3nc(C)cc3C)c1)C2=O	20%	4%	60%	2%	2.5%
Cc1ccccc1OCC(=O)N(Cc1ccco1)c1c(N)n(Cc2ccccc2)c(=O)[nH]c1=O	-12%	2%	4%	x	7.9%
